# Screens from PubChem BioAssay.
# HCV core dimer – blocks dimerization of HCV core protein | TR-FRET GST/Flag-core106 dimerization, 1536-well | inhibition, % at 5 µM | 0.33% of 300,000 active | AID 1899;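 active means inhibition above the mean of all tested compounds plus 3 SD, set per screening campaign, cut at about 45% in these data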
#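 Assay system: tagged HCV core106 pair (GST and Flag); medium: KF-containing HEPES buffer, pH 7.45, DTT, CHAPS, BSA; also added: Eu donor and XL665 acceptor anti-tag antibodies; dosing: 5 µM single dose; timing: compound-protein-antibody incubation 4 h at 22.5 °C; signal: TR-FRET 671 and 617 nm emission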
# procasp7 counter – activates human procaspase-7, counter-screen for procaspase-3 activators | P55210 | AID 463210 | recombinant procaspase-7, Ac-DEVD-pNA absorbance 405 nm; D23A/D198A/D206A triple mutant, cannot self-cleave; scale: DMSO 0, 5 µM enzyme 100 | 0.093% of 330,000 active | activation, % at 8.5 µM;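 active means percent activation above the screen-wide mean plus 3 SD, cut at about 25% in these data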
# Target sequence (P55210 whole entry D23A/D198A/D206A): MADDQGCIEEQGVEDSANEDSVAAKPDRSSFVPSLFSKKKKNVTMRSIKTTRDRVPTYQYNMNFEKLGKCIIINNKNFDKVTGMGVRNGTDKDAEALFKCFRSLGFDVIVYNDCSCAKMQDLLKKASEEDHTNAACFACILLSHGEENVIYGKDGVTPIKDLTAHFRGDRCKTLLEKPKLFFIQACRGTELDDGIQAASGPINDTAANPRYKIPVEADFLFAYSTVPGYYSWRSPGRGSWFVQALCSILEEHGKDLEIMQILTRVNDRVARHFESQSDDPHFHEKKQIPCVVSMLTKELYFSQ
#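 signal = Epi-absorbance of released pNA at 405 nm, two timepoints | assay system = Uncleavable procaspase-7 mutant enzyme | reagent = Ac-DEVD-pNA substrate, 400 µM as added | times = 1 h enzyme–compound preincubation and 2 h substrate reaction, both 25 °C | benchmarks = low DMSO alone, high DMSO plus 5 µM PC-7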
# Efflux pump inh – antifungal efflux pump inhibition, Nile Red retention | S. cerevisiae Candida pump triplex | inhibition, % at 10 µM | 0.44% of 330,000 active;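 active means plate passing quality check with inhibition over a set limit, or well fluorescence over plate mean plus 4 SD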;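 further: Nile Red retained in pooled yeast measured as flow cytometry median fluorescence; 0% = buffer negative control and 100% = Enniatin B positive control; higher means more Nile Red kept so more efflux inhibition; some compounds called inactive have numbers as strong as hits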
# PP5 inh – blocks human protein phosphatase 5 activity; P53041; purified PP5c, OMFP substrate fluorescence; inhibition, % at 6.7 µM; 0.18% of 320,000 active;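 active means inhibition above the campaign's mean inhibition across all tested compounds plus 3 SD, cut at about 9.5% in these data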;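 further: 0% = DMSO only and 100% = 100 µM cantharidin control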
# Target sequence (P53041 whole entry, looked up): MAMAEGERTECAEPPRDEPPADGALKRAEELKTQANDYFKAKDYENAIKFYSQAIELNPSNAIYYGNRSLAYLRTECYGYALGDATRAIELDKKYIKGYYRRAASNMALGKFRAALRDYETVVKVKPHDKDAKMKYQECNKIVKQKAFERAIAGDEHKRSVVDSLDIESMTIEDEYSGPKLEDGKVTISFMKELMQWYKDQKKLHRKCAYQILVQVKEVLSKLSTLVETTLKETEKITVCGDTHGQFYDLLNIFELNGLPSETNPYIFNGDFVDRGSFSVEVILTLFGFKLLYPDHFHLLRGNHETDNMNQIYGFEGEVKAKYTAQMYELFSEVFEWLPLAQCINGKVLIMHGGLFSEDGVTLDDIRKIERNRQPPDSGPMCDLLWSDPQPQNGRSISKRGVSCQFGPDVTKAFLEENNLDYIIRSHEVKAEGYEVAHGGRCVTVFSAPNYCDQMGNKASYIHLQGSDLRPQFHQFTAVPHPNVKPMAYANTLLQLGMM
# PP1 counter – counter-screen for PP5 inhibitors: inhibitors of human PP1-alpha. P62136. purified PP1alpha, OMFP fluorescence. inhibition, % at 6.7 µM. 0.9% of 320,000 active. AID 2235;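 active means inhibition above the mean inhibition of all tested compounds plus 3 SD, computed separately for each screening campaign, cut at about 15% in these data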
# TPT1 inh – inhibitors of Candida albicans tRNA 2'-phosphotransferase TPT1; recombinant caTPT1, FP RNA substrate dephosphorylation; inhibition, % at 5 µM; 0.81% of 300,000 active;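 active means inhibition above the mean of all tested compounds plus 3 SD, set per screening campaign, cut at about 24% in these data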;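 further: plate controls were DMSO alone for no effect and ferristatin control at 100 nM for full effect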
# Fh CTSL1 inh – cathepsin L1 inhibition, PFM18AAP counter-screen; 0.49% of 300,000 active; inhibition, % at 5.96 µM; recombinant F. hepatica cathepsin L1, Z-Leu-Arg-MCA fluorescence;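 active means inhibition above the mean of all tested compounds plus 3 SD, set per screening campaign, cut at about 17% in these data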;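 further: 0% = plate median of test compound wells and 100% = 1 µM Z-Phe-Ala-diazomethylketone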
# GASC-1 inh – blocks human GASC-1 demethylase activity; inhibition, % at 2.35 µM; AID 2099; 0.069% of 330,000 active; GST-JMJD2C(1-420) H3K9me3 demethylation, DELFIA europium; Q9H3R0;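 active means more than half of a compound's replicate wells show inhibition beyond 50%, single wells judged on their own value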;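 further: signal counts dimethyl H3K9 product captured on neutravidin plate; 0% = median of DMSO wells and 100% = 0.3 times that DMSO median; strong numbers were not always called active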
# proCasp3 act – activates human procaspase-3; P42574; 0.11% of 330,000 active; activation, % at 8.5 µM; recombinant procaspase-3 D3A, Ac-DEVD-pNA absorbance 405 nm; AID 463141;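 active means activation above the mean of all tested compounds plus 3 SD, cut at about 21% in these data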;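 further: 0% = DMSO alone and 100% = DMSO wells spiked with extra 5 µM PC-3 D3A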
# Target sequence (P42574 whole entry D9A/D28A/D175A): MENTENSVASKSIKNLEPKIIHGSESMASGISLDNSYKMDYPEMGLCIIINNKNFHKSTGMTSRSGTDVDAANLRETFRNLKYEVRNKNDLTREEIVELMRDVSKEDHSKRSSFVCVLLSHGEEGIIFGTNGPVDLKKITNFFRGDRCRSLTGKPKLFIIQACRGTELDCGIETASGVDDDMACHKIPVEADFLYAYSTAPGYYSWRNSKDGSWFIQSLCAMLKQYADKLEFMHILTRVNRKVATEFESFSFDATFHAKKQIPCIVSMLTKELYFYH
#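 Assay system – Procaspase-3 D3A mutant, all three cleavage aspartates alanine · Controls – DMSO-only low control, 5 µM PC-3 D3A high control · Schedule – 1 h compound preincubation, 2 h substrate hydrolysis at 25 °C · Signal – 405 nm absorbance of p-nitroaniline, reads at 0 and 120 min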
# Active calls of the source: *; · = no result given. Not a hit list. Share with any hit: about 2.9%.
1) N#C/C(=N/Nc1ccc(S(=O)(=O)N2CCOCC2)cc1)C(N)=O
2) CCn1c2ccccc2c2nnc(SCCCn3c(=O)[nH]c4ccccc43)nc21
3) Cc1sc2nc(N)sc2c1C
4) O=C(NC(NC1CCS(=O)(=O)C1)C(=O)c1ccccc1)c1ccc(Cl)cc1 (stereo unspecified)
5) Cn1c(C(=O)O)c(S(=O)(=O)c2ccc(Cl)cc2)c2ccccc21
6) Cc1ccc(S(=O)(=O)N(C(=O)c2ccncc2)c2ccc(OC(=O)c3ccncc3)c3ccccc23)c(C)c1
7) Cc1ccc(OCCNCC(O)COc2ccccc2)cc1 (stereo unspecified)
8) COc1ccc(NC(=O)C2CC(=O)NC(Nc3cccc(C)c3)=N2)cc1 (stereo unspecified)
9) CN1C[C@@H]2C(c3ccc(C(F)(F)F)cc3)C3(c4cccnc4)CC2(C3)[C@H]1c1ccccc1 (stereo partly specified)
10) C=Cn1nc(C)c2ccccc2c1=O
Assay by compound	1	2	3	4	5	6	7	8	9	10
HCV core dimer	-4	9	-17	-6	-1	-19	-11	-2	-13	-6
procasp7 counter	-7	12	-11	47*	-7	-35	9	-7	0	8
Efflux pump inh	0.0	0.1	-0.1	0.0	0.0	0.1	-0.1	-0.1	0.0	0.0
PP5 inh	-0.3	-1.6	1.5	-1.2	-1.6	3.9	0.4	-1.7	-3.5	2.2
PP1 counter	-3	3	-4	-5	2	1	3	-2	-1	-1
TPT1 inh	-2	-3	-3	-2	-2	0	-2	-1	1	-1
Fh CTSL1 inh	5	5	-5	-3	-1	-9	0	0	4	-2
GASC-1 inh	5	6	2	-7	-3	10	-10	-7	11	-1
proCasp3 act	-2	-1	-1	6	3	-19	11	-3	9	2

11) CC1CN(c2nc3ccccc3nc2C(C#N)C(=O)NCc2ccc3c(c2)OCO3)CC(C)O1 (stereo unspecified)
12) O=C(c1cc[n+]([O-])cc1)N1CCCC(N2CCN(c3cccc(C(F)(F)F)c3)CC2)C1 (stereo unspecified)
13) CS(=O)(=O)CCC(C(=O)N1CCOCC1)N1C(=O)c2cc(Cl)c(Cl)cc2C1=O (stereo unspecified)
14) Cc1cc(C)c(C#N)c(Oc2ccccc2)n1
15) O=C(NCCC(=O)N1CCN(S(=O)(=O)c2ccccc2Cl)CC1)Nc1ccccc1
16) COc1ccc(CNC(=O)Cc2nn(C)c(=O)c3ccccc23)cc1
17) Cc1ccc(NC(=O)C2CCCN(S(=O)(=O)c3cccs3)C2)cc1 (stereo unspecified)
18) CCn1cc(C(=O)NCCCN2CCCC(C)C2)c(=O)c2cc(S(=O)(=O)N3CCc4ccccc4C3)ccc21 (stereo unspecified)
19) CCOC(=O)c1ccc(-c2ccc(C(=O)Nc3cccnc3)o2)cc1
20) COc1cc2c(cc1OC)/C(=C/C#N)NC(C)(C)C2
Assay by compound	11	12	13	14	15	16	17	18	19	20
HCV core dimer	2	-20	0	1	·	-4	3	3	21	4
procasp7 counter	1	10	5	-1	0	11	2	-1	-10	0
Efflux pump inh	0.1	0.6	-0.1	0.1	-0.3	-0.1	0.0	0.0	-0.1	0.0
PP5 inh	0.2	2.0	-6.3	-2.7	0.4	-3.0	-0.9	0.1	3.6	0.6
PP1 counter	3	1	-1	0	-1	0	6	9	4	-1
TPT1 inh	6	-4	-3	-5	·	3	5	-1	7	10
Fh CTSL1 inh	0	3	7	-1	·	4	3	0	19*	2
GASC-1 inh	6	11	1	7	-19	3	28	17	-37	7
proCasp3 act	6	5	0	-4	0	9	-6	-2	-16	1

21) CCN(CC(=O)NCc1cccs1)C(=O)c1cc(S(=O)(=O)N2CCCCC2)ccc1Cl
22) O=C(NC(=S)Nc1ccc(NC(=O)c2cccs2)cc1)c1cc2ccccc2o1
23) Cc1c(C(=O)Nc2nccs2)sc2nc(-c3cccs3)cc(C(F)(F)F)c12
24) O=C(CCN1C(=O)/C(=C/c2ccccc2)SC1=S)NNC(=O)c1cccnc1
25) Cn1nnnc1SCC(=O)Nc1cc(C(F)(F)F)ccc1N1CCOCC1
26) COc1ccc(S(=O)(=O)NCCCN2CCOCC2)cc1F
27) O=C(O)COCC(=O)N1CCN(C(c2ccccc2)c2ccccc2)CC1
28) CC(C)N(Cc1nccn1C)C(=O)CC1C(=O)NCCN1Cc1ccc(F)cc1 (stereo unspecified)
29) CSc1nc2n(n1)C(c1cccc(F)c1)C(C(=O)Nc1ccc(C)cc1C)=C(C)N2 (stereo unspecified)
30) O=C(Nc1nc2c(F)c(F)c(F)cc2s1)c1ccco1
Assay by compound	21	22	23	24	25	26	27	28	29	30
HCV core dimer	-4	23	8	-2	-8	5	0	-9	9	2
procasp7 counter	-2	0	-3	-1	10	2	0	1	6	7
Efflux pump inh	0.0	0.0	0.2	0.4	0.1	0.0	0.0	0.0	-0.1	0.1
PP5 inh	0.6	1.1	2.2	1.8	3.6	-1.5	-2.7	0.3	3.7	-1.3
PP1 counter	-2	2	1	1	1	-2	2	-2	-6	-1
TPT1 inh	0	-1	2	1	-2	-1	-2	-4	1	-3
Fh CTSL1 inh	1	2	0	-1	0	-3	-5	2	0	2
GASC-1 inh	13	4	-2	-1	6	-4	4	-1	-138	-4
proCasp3 act	11	4	-4	-7	2	-1	-1	5	1	1

31) CCCNC(=O)Cn1c(=O)cnc2ccccc21
32) O=C(CCCc1nc2ccccc2s1)NCc1cccnc1
33) Cc1cccc(C)c1NC(=O)c1cc2c(=O)c3ccccc3oc2nc1C(F)(F)F
34) CCc1cccc(NC(=S)N(CCOC)C2CCN(C(C)=O)CC2)c1
35) O=C(O/N=C1\CCCCC1c1ccc([N+](=O)[O-])cc1[N+](=O)[O-])c1c(F)cccc1F (stereo unspecified)
36) O=Cc1sc(N2CCOCC2)nc1-c1ccccc1
37) Cc1ccccc1OCC(=O)Nc1ccc2c(c1)C(=O)c1ccccc1C2=O
38) Cc1cccc(N(CC(=O)N2CCOCC2)S(C)(=O)=O)c1C
39) Cc1cc(C)c(OCC(=O)Nc2ccccc2N2CCOCC2)c(C)c1
40) Cc1cc(C(F)(F)F)nc2c(Cl)c(C(C)(C)C)nn12
Assay by compound	31	32	33	34	35	36	37	38	39	40
HCV core dimer	-4	-4	-6	4	-3	2	24	1	4	-1
procasp7 counter	1	7	-1	-7	-7	-5	-8	10	4	6
Efflux pump inh	0.0	0.0	0.0	-0.1	-0.1	-0.1	0.0	0.0	11*	-0.1
PP5 inh	2.0	-2.0	-0.7	1.2	3.1	-0.2	1.9	7.7	3.5	-3.0
PP1 counter	0	-11	1	-2	2	-2	-8	-2	-2	-3
TPT1 inh	3	3	-5	0	-2	1	4	-7	1	0
Fh CTSL1 inh	-2	-6	0	-4	-2	1	2	-4	-3	2
GASC-1 inh	-5	-2	1	-5	4	4	0	3	-15	0
proCasp3 act	3	-2	4	-6	-10	0	4	-1	6	9

41) COc1ccccc1NC(=O)c1ccccc1-c1ccccc1C(=O)O
42) Cc1ccsc1C=Nc1c(C)n(C)n(-c2ccccc2)c1=O
43) Cc1cccc(NC(=O)COC(=O)CN2CCCCCC2=O)c1C
44) Cc1cccc(C(=O)N[C@H](C(=O)Nc2cc(S(=O)(=O)N3CCCCC3)ccc2C)C(C)C)c1
45) N#Cc1ccc(OCC(=O)Nc2cc(S(=O)(=O)N3CCCCC3)ccc2N2CCCCC2)cc1
46) COC(=O)c1nc(NC(=O)c2ccc(Br)cc2)n[nH]1
47) COCC(C)n1c(SCC(=O)Nc2nccs2)nc2ccccc2c1=O (stereo unspecified)
48) CCc1ccccc1N1C(=O)c2ccccc2S1(=O)=O
49) CSCCC(NC(=O)c1ccco1)C(=O)NCC1CCCO1 (stereo unspecified)
50) O=C(Nc1ccc([N+](=O)[O-])cc1)C1CC1(c1ccccc1)c1ccccc1 (stereo unspecified)
Assay by compound	41	42	43	44	45	46	47	48	49	50
HCV core dimer	-11	-3	·	4	7	1	·	6	·	8
procasp7 counter	-8	2	-6	8	7	13	-7	-3	-4	9
Efflux pump inh	0.0	-0.1	-0.1	-0.3	-0.2	0.0	-0.2	-0.4	0.0	0.0
PP5 inh	1.4	0.4	·	-2.8	-0.7	1.6	-0.2	-0.3	2.0	3.0
PP1 counter	13	0	·	2	-6	-2	-2	2	2	8
TPT1 inh	-4	-4	·	0	1	-3	·	2	·	-2
Fh CTSL1 inh	4	1	·	9	-3	4	·	4	·	0
GASC-1 inh	7	-8	-1	-13	-16	-3	-4	-3	0	2
proCasp3 act	11	-4	0	-2	-8	-8	4	-10	10	6

# Reformatted: results already given
# Order of values: HCV core dimer | procasp7 counter | Efflux pump inh | PP5 inh | PP1 counter | TPT1 inh | Fh CTSL1 inh | GASC-1 inh | proCasp3 act
43. Cc1cccc(NC(=O)COC(=O)CN2CCCCCC2=O)c1C
  · | -6 | -0.1 | · | · | · | · | -1 | 0
44. Cc1cccc(C(=O)N[C@H](C(=O)Nc2cc(S(=O)(=O)N3CCCCC3)ccc2C)C(C)C)c1
  4 | 8 | -0.3 | -2.8 | 2 | 0 | 9 | -13 | -2
45. N#Cc1ccc(OCC(=O)Nc2cc(S(=O)(=O)N3CCCCC3)ccc2N2CCCCC2)cc1
  7 | 7 | -0.2 | -0.7 | -6 | 1 | -3 | -16 | -8
46. COC(=O)c1nc(NC(=O)c2ccc(Br)cc2)n[nH]1
  1 | 13 | 0.0 | 1.6 | -2 | -3 | 4 | -3 | -8
47. COCC(C)n1c(SCC(=O)Nc2nccs2)nc2ccccc2c1=O (stereo unspecified)
  · | -7 | -0.2 | -0.2 | -2 | · | · | -4 | 4

# More records
51) O=C1CC(N2CCSCC2)C(=O)N1c1ccc(Br)cc1 (stereo unspecified)
52) Cc1ccc(S(=O)(=O)CCSc2n[nH]c(=O)n2-c2ccccc2)cc1
53) COc1ccc2nc(SCc3ccccc3)nc(C)c2c1
54) CCC(C)NC(=O)Cn1cc(S(=O)(=O)N2CCN(c3ccccc3F)CC2)c2ccccc2c1=O (stereo unspecified)
55) COC(=O)c1onc(-c2ccccc2)c1C(=O)OC
56) O=C(CSc1oc(-c2cccs2)nc1S(=O)(=O)c1ccc(F)cc1)NCC1CCCO1 (stereo unspecified)
Assay by compound	51	52	53	54	55	56
HCV core dimer	0	-3	-9	2	-3	17
procasp7 counter	0	-3	-2	6	6	2
Efflux pump inh	-0.1	0.3	0.1	0.0	0.1	0.0
PP5 inh	-1.1	-0.3	1.5	3.5	0.6	2.1
PP1 counter	-5	-3	-1	-3	0	-2
TPT1 inh	-2	1	3	-5	-1	-6
Fh CTSL1 inh	-1	4	1	-2	-4	1
GASC-1 inh	11	4	2	-4	-8	8
proCasp3 act	-4	-1	-6	-2	4	-11
